# Source: PubChem BioAssay (National Center for Advancing Translational Sciences (NCATS))
# IMPase Li inh – qHTS Assay for Identifying the Cell-Membrane Permeable IMPase Inhibitors: Potentiation with Lithium; CHO-M1 cells, IP1 TR-FRET (IP-One), carbachol + lithium; Potency, µM (highest dose often 59.4 µM), for the others: at the highest dose activity, negative = IMPase inhibition, usual class: inhibitors; actives 0.35% (n = 210,000);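 note: IP1 builds up when IMPase is blocked and the TR-FRET signal falls; potency is the fitted concentration of half-maximal effect; plate controls were basal vehicle for no effect and high inhibitor control for full effect; nearly all actives have a fitted effect of over 50% in size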
#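 IP1 accumulation measured by competitive TR-FRET in lysed CHO-M1 cells after 30 min compound exposure at 37C, with a small lithium addition to potentiate weak responses. Hill-equation AC50 from ratio and donor-channel data.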
# LMNA splice mod – qHTS Assay for Modulators of Lamin A Splicing. actives 0.01% (n = 200,000). HeLa LMNA splicing GFP/RFP minigene ratio, 48 h. Potency, µM (doses to about 46.1 µM), for inactives: at the highest dose ratio change, negative = inhibition, hits mostly inhibitors; active = well fitted inhibition curve with a large enough effect in the signal ratio, with a control signal flat, not every such curve was filed as active; inconclusive = small, poorly fitted or top-dose-only effect, or effect the other way, or a change in a side signal; the % refers to the signal ratio; note: potency is the fitted concentration of half-maximal effect; % is set by controls: 0 for no effect and ±100 for the full control effect
#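 S3 HeLa stable clones carrying a lamin A-EGFP splicing minigene plus DsRed2 were seeded at 600 cells/well in Opti-MEM with 2% FBS, pin-dosed and incubated 48 h at 37°C. Acumen cytometry (488 nm) gave the GFP/RFP total-intensity ratio.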
# HTT cytoprotect – qHTS Multiplex Assay to Identify Dual Action Probes in a Cell Model of Huntington: Cytoprotection (ATP); Potency, µM (titrated, usually from 56.4 µM), for the others: cytoprotection (ATP increase), actives largely listed as activators; actives 0.14% (n = 230,000); PC12 HTT-Q103 induced, cytoprotection, ATP luminescence, 40 h; AID 1471, 2008;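 note: potency is the fitted concentration of half-maximal effect; % of control where 0% means no effect; nearly all actives have a fitted effect of over 45% in size; toxic huntingtin expression switched on by the ecdysone agonist tebufenozide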
#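 Quantitative HTS on tebufenozide-induced (100 nM) PC12 cells expressing HTTQ103 exon 1–GFP; compounds tested as a concentration series; survival measured via cellular ATP.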
# KinaseGlo FLuc – Counterscreen for Luciferase (Kinase-Glo TM) Inhibition; Luciferin 4-monooxygenase (Photuris pensylvanica), Q27757; Kinase-Glo luciferase, ATP luminescence, 8 min; Potency, µM (doses to about 38.3 µM), for the others: at the top dose activity change, negative = inhibition, most hits filed as inhibitors; actives 0.28% (n = 200,000); note: potency is the fitted concentration of half-maximal effect; % is set by controls: 0 for no effect and ±100 for the full control effect; nearly all actives have a fitted effect of over 60% in size
#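 Recombinant Kinase-Glo luciferase, 10 uM ATP (linear range), luciferin; imidazole pH 7.2 / KCl / MgCl2 / Tween / BSA buffer; 8 min RT; luminescence.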
# SMN2 splice up – qHTS Assay for Enhancers of SMN2 Splice Variant Expression. actives 2.8% (n = 210,000). HEK293 SMN2-luciferase splicing reporter, luminescence, 30-36 h. Potency, µM (titrated, usually from 46.1 µM), for the others: at the top dose activity change, positive = activation, usual class: activators; note: potency is the fitted concentration of half-maximal effect; % of control where 0% means no effect; nearly all actives have a fitted effect of over 55% in size
#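 qHTS luciferase splicing reporter: luminescence rises when SMN2 exon 7 is included in transfected HEK293 cells. Compound exposure lasted 30-36 h at 37C, with 4.5 mM final sodium butyrate as control, followed by a ONE-Glo read.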
# HTT aggregate – qHTS Multiplex Assay to Identify Dual Action Probes in a Cell Model of Huntington: Aggregate Formation (GFP). PC12 HttQ103-GFP aggregates, Acumen cytometry, 40 h. Potency, µM (titrated, usually from 46.1 µM), inactives show at the top dose activity change, negative = inhibition, actives largely listed as inhibitors. actives 1.1% (n = 220,000). AID 1688, 2009; note: potency is the fitted concentration of half-maximal effect; % is set by controls: 0 for no effect and ±100 for the full control effect; nearly all actives have a fitted effect of over 60% in size
#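 PC12 cells with ecdysone-inducible HTT exon1 Q103-GFP, induced by 100 nM tebufenozide, given compounds in a concentration series. GFP aggregates (1–25 um, 6 SD above background) counted in lysates by laser-scanning cytometry, 488 nm excitation.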
# CBFb-RUNX1 inh – qHTS Assay for Compounds Blocking the Interaction Between CBF-beta and RUNX1 for the Treatment of Acute Myeloid Leukemia. Runt-related transcription factor 1 (Homo sapiens) + Core-binding factor subunit beta …. AlphaScreen CBFb-His/RUNX1-biotin binding, biochemical. Potency, µM (top dose mostly 59.8 µM), without a hit: at the highest dose activity, negative = inhibition, most hits filed as inhibitors. 230,000 tested, under 10 active. AID 1477, 2009; note: % of control where 0% means no effect
# Target sequence (Q01196 whole entry, looked up): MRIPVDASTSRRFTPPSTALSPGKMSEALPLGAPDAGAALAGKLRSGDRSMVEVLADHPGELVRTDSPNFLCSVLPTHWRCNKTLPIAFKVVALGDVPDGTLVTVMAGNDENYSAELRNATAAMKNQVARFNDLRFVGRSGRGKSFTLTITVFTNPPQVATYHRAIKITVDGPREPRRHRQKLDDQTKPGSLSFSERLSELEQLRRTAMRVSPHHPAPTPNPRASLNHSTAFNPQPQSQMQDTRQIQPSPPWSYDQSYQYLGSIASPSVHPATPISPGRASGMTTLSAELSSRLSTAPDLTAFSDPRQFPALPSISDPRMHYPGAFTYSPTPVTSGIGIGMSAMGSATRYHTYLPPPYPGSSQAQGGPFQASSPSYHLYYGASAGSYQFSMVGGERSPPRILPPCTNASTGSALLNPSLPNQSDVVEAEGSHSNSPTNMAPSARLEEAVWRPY
# Target sequence (Q13951 whole entry, looked up): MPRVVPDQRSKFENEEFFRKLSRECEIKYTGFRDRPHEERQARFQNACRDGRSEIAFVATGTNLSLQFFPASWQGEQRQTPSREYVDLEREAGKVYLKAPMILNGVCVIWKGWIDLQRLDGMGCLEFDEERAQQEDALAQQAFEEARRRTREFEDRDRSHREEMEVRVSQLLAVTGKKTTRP
#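 Inhibition was taken as any reduction in AlphaScreen signal from the CBF-beta–RUNX1 pair (His and biotin tags, 30 nM each), measured after compound (15 min) and bead (90 min) incubations at room temperature.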
# The depositor's hits bear a star; ? = inconclusive; / = no result given; & = joins results of further samples; [ ] = another dose, or the depositor's remark. Unless noted, calls come from the whole dose curve; as a rule, active = well fitted curve in the direction sought with a large enough effect; inconclusive = small, poorly fitted or top-dose-only effect, or another doubt; inactive = no such curve, though single readings can be large; an effect the other way counts as inactive or inconclusive.
SMILES,IMPase Li inh,LMNA splice mod,HTT cytoprotect,KinaseGlo FLuc,SMN2 splice up,HTT aggregate,CBFb-RUNX1 inh
O=C(CCC1CCCC1)N1CCN(C(=O)COc2ccccc2)CC1,-5%[38.3 µM],?,-1%,-2%,-10%,4%,11%
Cc1ccc(CNC(=O)CSc2nc3[nH]ncc3c(=O)[nH]2)cc1,-12%,5%,20%[10 µM],0%,-2%,4%,2%
CCCCNC(=O)C1CC(=O)N(C2CCCC2)C1 (configuration not stated),-9%[38.3 µM],11%,5%,-6%,-3%,-1%,2%
OCCNc1nc(Nc2ccc(Br)cc2)nc2ccccc12,9%,/,-79%[inhibitor],9%,-19%,?,2%
CN1CCN(c2nc3nonc3nc2N2CCN(C)CC2)CC1,-15%[38.3 µM],-2%,15%[10 µM],1%,-19%,-10%,0%
Cc1ccc(-c2nnc(Nc3ccc(CC(N)=O)cc3)c3ccccc23)cc1,6%[38.3 µM],13%,3%,-4%,-3%,4%,2%
COc1ccc(C2C(C(=O)Nc3ccccn3)=C(C)Nc3ncnn32)c(OC)c1 (configuration not stated),19%[38.3 µM],-8%,-4%,-1%,3%,-8%,2%
O=[N+]([O-])c1ccc(N2CCCCC2)cn1,15%,23%[46 µM],-28%,-2%,13%,1%,-2%
O=C(Nc1ccc(Cl)cc1C(F)(F)F)C(Sc1nnc(-c2cccs2)o1)c1ccccc1 (configuration not stated),/,?,-33%[10 µM],/,/,-1%,1%
COc1ccc(CCNC(=O)c2c([S-])n(-c3ccc(C)cc3)c3cccc[n+]23)cc1,/,/,22%[10 µM],/,/,31%[9.22 µM],-8%
Cc1nc(N2CCOCC2)c2c(C)c(C(=O)Nc3ccc(F)cc3F)sc2n1,1%,/,-17%,-2%,4%,-24%,1%
O=C(O)/C=C/C(=O)NCc1csc2ccccc12,/,/,-5%[10 µM],/,/,-16%[9.22 µM],-16%
CC1(CC(=O)O)C(=O)N=C2C=CC=CN21 (configuration not stated),3%,-5%,6%[10 µM],3%,-6%,0%,4%
O=C(CNC(=O)c1ccccc1)OC(C(=O)c1ccccc1)c1ccccc1 (configuration not stated),-2%,-3%,4%[10 µM],0%,8%,-8%,4%
O=C(c1cccc([N+](=O)[O-])c1)N1CCN(c2ccc(Cl)cc2)CC1,11%,?,8%[0.074 µM],0%,-13%,?,-2%
CCCCOc1ccc(C(=O)NN2CCN(C)CC2)cc1,22%,-2%,8%[10 µM],-3%,3%,8%,9%
Cc1cc(C)c2[nH]c(O)c(N=NC3=NC(=O)CS3)c2c1,/,/,16%[10 µM],/,/,-2%[9.22 µM],-15%
COC(=O)CSc1nc2cc3c(cc2cc1C)OCCO3,-3%[38.3 µM],11%,4%[10 µM],-1%,1%,0%[9.22 µM],2%
Cc1ccc(NC(=O)CSc2nc3ccccc3c(=O)n2CCCC(=O)NCCCN2CCOCC2)cc1C,17%,-23%[46 µM],-62%[inhibitor],-1%,-11%,7%,5%
CCc1ccc(C(=O)Nc2cccnc2Oc2ccc(Cl)cc2)cc1,/,/,-3%[10 µM],/,/,-12%[9.22 µM],30%
CCOC(=O)/C(=C/c1ccc(N2CCC(c3ccccc3)=N2)cc1)C(C)=O,2%,3%,/,1%,-70%[inhibitor],-4%,20%
CCS(=O)(=O)c1ccc(O)c(NC(=O)COc2ccc(Cl)cc2)c1,1%,5%[46 µM],/,-1%,-5%,/,2%
O=C(NC1CCS(=O)(=O)C1)N1CCCCC1 (configuration not stated),23%[38.3 µM],1%,15%,-2%,-7%,13%,8%
COc1ccc(-n2c(=O)c(C)nc3cnc(N4CCNCC4)nc32)cc1,11%,/,-21%,0%,1%,/,/
COc1ccccc1NC(=O)C(=O)N1N=C(C(C)C)CC1(O)C(F)(F)F (configuration not stated),-2%[38.3 µM],-2%,5%,1%,-11%,10%,-5%
COC(=O)N1[C@H](C)C=C[C@]1(Cc1ccccc1)C(=O)O,-4%&-5%,9%,6%,18%&-2%,7%&-12%,-4%,0%[2.36 µM]
CCc1nnc(NC(=O)C2=CCN(S(=O)(=O)c3ccc(F)cc3)CC2)s1,/,/,9%[10 µM],/,/,-16%[9.22 µM],2%
COC(=O)C1=C(N)Oc2cc(C)n(Cc3cccnc3)c(=O)c2C1c1cccc(OC)c1OC (configuration not stated),23%[38.3 µM],-4%,-2%,-3%,14%,-3%,-4%
Nc1c(C(=O)N/N=C/c2ccccc2)cnn1-c1ccccc1,/,/,-4%[10 µM],/,/,-9%[9.22 µM],6%
COC(=O)c1ccc(OCC(O)Cn2nnc3ccccc32)cc1 (configuration not stated),-7%[38.3 µM],?,-7%[0.074 µM],11%,-3%,5%,7%
CCN(CC)C(=O)c1c(NC(=O)c2ccccc2)sc(C)c1C,-5%[38.3 µM],15%,1%,1%,-11%,14%[9.22 µM],1%
Cc1cccc(-n2ncc3c(NC(C)C)ncnc32)c1,20%[38.3 µM],?,-41%[10 µM],-3%,3.5µM*,11µM*,9%
N#CCSc1nccc(-c2cc(Cl)sc2Cl)n1,-3%[38.3 µM],?,-69%[inhibitor],-8%,-12%,-7%,6%
O=C(Nc1cc(C(F)(F)F)ccc1N1CCCCC1)c1cccc([N+](=O)[O-])c1,/,?,-25%,/,/,-11%,0%
CCN(C(=O)c1ccc2c(Cl)c3c(nc2c1)CCC3)c1cccc(C)c1,23%,?,/,0%,-35%[inhibitor],-6%,2%[2.36 µM]
COc1ccnc(N=CNOCc2ccc(F)cc2Cl)c1C#N,7%[38.3 µM],-5%,-9%,19%,-31%[inhibitor],?,5%
O=C(N/N=C/c1sc(N2CCCCC2)nc1-c1cccs1)C1CC1,25%,-14%[46 µM],-10%[10 µM],-3%,18%,11%,1%
Cc1nc2cnc(N3CCOCC3)nc2n(CCC#N)c1=O,0%,/,-60%[inhibitor],-5%,-2%,/,/
C=C1N(CCCCCC(=O)O)C(=O)OC12CCCCC2,31%[38.3 µM],11%,-10%,-1%,29%,-1%,6%
CC(C)Oc1ccc(C(=O)Nc2ccc(Cl)c(S(=O)(=O)Nc3ccc(Cl)cc3)c2)cc1,9%,?,-45%[10 µM],-2%,-70%[inhibitor],?,-9%
Cc1oncc1C(=O)NC1CCCCC1,-6%,?,-11%,0%,23%,6%[9.22 µM],-2%
Cc1nn2c(NCCOCCO)c3c(nc2c1-c1ccccc1)CCCC3,-6%[38.3 µM],4%,-37%,-7%,-19%,-15%,-4%
CC1=C(OC(=O)C(C)(C)C)C(C)(C)C(c2ccccc2)OC1=O (configuration not stated),12%,5%,8%[0.074 µM],2%,-1%,10%,2%
O=C(c1ccc(-n2cnnn2)cc1)N1CCN(C(c2ccccc2)c2ccccc2)CC1,17%[38.3 µM],3%,0%[10 µM],-6%,-3%,1%,2%
O=C(O)CSc1nnc(-c2ccccc2O)n1Cc1ccccc1,1%[38.3 µM],-8%,-21%,-4%,-18%,14%,7%
O=C(COc1ccc(S(=O)(=O)N2CCCC2)cc1Cl)Nc1ccc2c(c1)OCO2,28%[38.3 µM],5%,-6%,1%,0%,-5%,8%
O=C(O)CCN1C(=O)/C(=C\c2ccncc2)SC1=S,5%,/,/,-1%,-5%,?,-1%
CCC1S/C(=N/N=C/c2ccco2)N(c2ccc(F)cc2)C1=O (configuration not stated),0%,9%,24%[0.074 µM],-2%,7%,1%,14%
COc1ccc(OC)c(NC(=O)c2cnc3n(c2=O)CCS3)c1,4%[38.3 µM],8%,-8%,-1%,-20%,-11%,7%
CC1(C)CC(O)(CCNCc2ccc3c(c2)OCO3)CCO1 (configuration not stated),6%,-7%,13%[10 µM],1%,11%,-1%,12%
Cc1cc(C)nc(Nc2n[nH]c(COc3ccccc3)n2)n1,-2%[38.3 µM],-4%,-7%,-3%,-14%,-12%[9.22 µM],5%
CC(=O)Nc1ccc(S(=O)(=O)N(CCO)Cc2ccccc2)cc1,14%[38.3 µM],1%,-2%,-2%,4%,26%,0%
CC(=O)Nc1ccc(-c2nnn(CC(=O)c3ccc(F)cc3)n2)cc1Cl,/,/,-3%[10 µM],/,/,9%[9.22 µM],21%
Cc1ccc(-n2c(SCC(=O)Nc3ccc4c(c3)OCO4)nnc2-c2ccoc2C)cc1,12%[38.3 µM],4%,25%,-2%,-11%,5%,-13%
Cc1cc(C)nc(N/N=C/c2ccccc2OCc2ccc([N+](=O)[O-])cc2)n1,7%,3%,35%[10 µM],0%,16%,-3%,-2%
Cc1cc(C)nc(NCC(O)CNc2ccccc2C)n1 (configuration not stated),/,?,-9%,/,/,9%,3%
O=C(O)CCCNC(=O)c1ccccn1,-10%,-1%,/,-2%,-7%,0%,3%
COc1cc(OC)cc(C(=O)Nc2nc(-c3ccccc3)c(-c3ccccc3)o2)c1,1%,?,2%[10 µM],1%,-27%,?,-25%
CCOCCCN(CCC#N)S(=O)(=O)c1ccc(S(=O)(=O)N2CCCC2)cc1,6%[38.3 µM],-2%,-2%,1%,/,-24%,-1%
